# GLP1R cytotox – cytotoxicity in counter-screen for GLP-1R inverse agonists | HEK293 cAMP-luciferase reporter cells, luminescence, 24 h | Potency, µM (highest dose often 38.3 µM), for inactives: top-dose activity change, negative = inhibition, hits mostly inhibitors | hit rate 0.13% among 410,000;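 also: loss of luciferase light is scored as toxicity; potency is read from the fitted curve at half-maximal effect; % is scaled to controls: 0 for no effect and ±100 for the full control effect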
#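 Here, cytotoxicity is scored as loss of luminescence. The MLSMR collection was tested on cells seeded in medium containing 10% Nu serum, with a 24 hr compound exposure preceded by 12 hours of culture.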
# IL-2 act – activators of IL-2; hit rate 0.065% among 360,000; activation, % (series mostly up to about 46 µM); IL-2 activation reporter assay, cell-based qHTS; stimulated with anti-CD3/CD4/CD28 beads; in transgenic mouse T cells; AID 652025; in the data active = activation above about 50%; inconclusive = mostly about 30% to 49%; also: 0% is about no effect
#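 Unstimulated transgenic mouse T cells, 750 per well, received compound and, after 60 minutes, anti-CD3/anti-CD4 bead plus anti-CD28 stimulation. EGFP and DsRed were quantified after 18 hours.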
# GLP-1R inv ag – inverse agonists of human GLP-1 receptor | P43220 | HEK293 GLP-1R CRE-luciferase, luminescence, 24 h; GLP-1R form is constitutively active | Potency, µM (top dose mostly 38.3 µM), for inactives: at the top dose activity change, negative = inhibition, hits mostly inhibitors | hit rate 1.6% among 410,000; also: potency is read from the fitted curve at half-maximal effect; % is scaled to controls: 0 for no effect and ±100 for the full control effect; nearly all actives have a fitted effect of over 55% in size
#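 Assay principle: reduced luminescence from a cAMP-responsive reporter in HEK293 cells co-expressing a constitutively active GLP-1R. Conditions: 24 hr compound incubation, 37 deg C, 5% CO2.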
# DRD3 antagonist – D3 dopamine receptor (human) antagonism | P35462 | max response, negative = inhibition, % | hit rate 2.5% among 360,000 | D3R cells, DiscoveRx beta-arrestin luminescence, antagonist mode; stronger effect = lower value; in the data active = max response below about -50%; inconclusive = no clear call, values can overlap the other calls; also: % is scaled to controls: 0 for no effect and ±100 for the full control effect; mostly tested at two doses, the higher about 12 µM
# Target sequence (P35462 whole entry, looked up): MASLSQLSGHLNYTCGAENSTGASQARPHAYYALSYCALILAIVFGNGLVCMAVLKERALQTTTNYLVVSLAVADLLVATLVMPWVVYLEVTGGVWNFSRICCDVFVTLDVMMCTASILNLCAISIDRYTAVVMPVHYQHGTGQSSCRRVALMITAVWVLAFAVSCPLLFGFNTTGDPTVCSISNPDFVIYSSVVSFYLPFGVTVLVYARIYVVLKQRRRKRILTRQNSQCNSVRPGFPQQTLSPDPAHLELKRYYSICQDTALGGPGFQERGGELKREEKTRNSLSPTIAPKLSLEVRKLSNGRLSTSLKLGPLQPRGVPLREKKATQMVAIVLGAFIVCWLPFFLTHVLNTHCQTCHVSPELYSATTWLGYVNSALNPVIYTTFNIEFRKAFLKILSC
#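 Cells plated overnight at 1500 cells/well, then exposed to library compounds with dopamine controls for 90 minutes at 37 degrees C. DiscoveRx reagent added for 30–60 minutes at room temperature; luminescence read, quantitative HTS format.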
# GLP1R ag – activates the human GLP-1 receptor; P43220; HEK293 GLP-1R CRE-luciferase, luminescence, 4-6 h; cells express a hypersensitive GLP-1R form; Potency, µM (highest dose often 45.6 µM), inactives show at the top dose activation, most hits filed as activators; hit rate 0.007% among 380,000; AID 624172; also: potency is read from the fitted curve at half-maximal effect; % of control where 0% means no effect
# PLK1 PBD inh – inhibitors of human PLK1 polo-box domain binding; hit rate 2.8% among 360,000; Potency, µM, for inactives: max response, negative = inhibition, usual class: inhibitors; P53350; Plk1 PBD binding of FITC phosphopeptide, fluorescence polarization; also: potency is read from the fitted curve at half-maximal effect; series mostly up to about 57 µM; % is scaled to controls: 0 for no effect and ±100 for the full control effect; nearly all actives have a fitted effect of over 65% in size
# Target sequence (P53350 whole entry, looked up, the tested form may be a part): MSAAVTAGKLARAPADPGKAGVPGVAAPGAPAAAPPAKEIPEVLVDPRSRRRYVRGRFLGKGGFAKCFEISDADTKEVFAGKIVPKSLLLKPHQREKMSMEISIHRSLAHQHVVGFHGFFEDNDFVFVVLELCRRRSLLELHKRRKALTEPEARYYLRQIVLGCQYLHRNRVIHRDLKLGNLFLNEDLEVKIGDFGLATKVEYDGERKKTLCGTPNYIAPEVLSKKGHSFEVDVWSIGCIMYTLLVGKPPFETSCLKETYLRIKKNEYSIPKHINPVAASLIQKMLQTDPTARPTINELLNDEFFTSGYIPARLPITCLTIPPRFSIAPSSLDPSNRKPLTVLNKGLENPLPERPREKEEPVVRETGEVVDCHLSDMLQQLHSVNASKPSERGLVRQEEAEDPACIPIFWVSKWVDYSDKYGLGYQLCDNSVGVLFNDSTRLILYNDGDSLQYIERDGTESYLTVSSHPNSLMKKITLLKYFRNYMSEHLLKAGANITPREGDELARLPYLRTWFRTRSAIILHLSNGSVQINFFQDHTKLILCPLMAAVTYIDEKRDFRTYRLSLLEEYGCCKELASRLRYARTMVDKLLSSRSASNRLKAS
# DRD3 agonist – activates the human D3 dopamine receptor; P35462; D3R DiscoveRx beta-arrestin cells, luminescence, 90 min; max activation, %; hit rate 0.58% among 410,000; AID 652048; in the data active = max activation above about 30%; also: 0% is about no effect; mostly tested at two doses, the higher about 12 µM
#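 Agonist-mode cell screen: cells plated at 1500/well and incubated overnight at 37 °C, then exposed to library compounds for 90 min at 37 °C. Detection reagent was added for 30–60 min at room temperature, and luminescence was read.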
# PI5P4Ka inh – PI5P4K alpha (human) kinase inhibition | P48426 | hit rate 1.2% among 330,000 | PI5P4Kalpha enzyme, ADP-Glo luminescence, 60 min; stronger effect = lower value | max response, % | AID 652105; active = max response of -50% or lower; inconclusive = between -30% and -50%; inactive = -30% or higher; also: value at the top dose of about 77 µM; % is scaled to controls: 0 for no effect and ±100 for the full control effect
#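 Enzyme plus substrate dispensed, test compounds pinned in, then ATP (5 microM final) added. After 60 min at RT, ADP-Glo reagent 1 for 45 min and reagent 2 for 30 min preceded luminescence imaging.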
# WRN inhibitor – blocks human WRN helicase | hit rate 0.46% among 360,000 | AID 651768 | Potency, µM (doses to about 114 µM), for inactives: at the highest dose activity change, negative = inhibition, actives largely listed as inhibitors | Q14191 | WRN helicase unwinding, fluorescent forked duplex, kinetic; also: potency is read from the fitted curve at half-maximal effect; % is scaled to controls: 0 for no effect and ±100 for the full control effect; nearly all actives have a fitted effect of over 55% in size
#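 Enzyme (20 nM final) and test compound sit together 15 min at room temperature before substrate addition. Substrate is a single-forked duplex oligonucleotide (100 nM) labelled with fluorophore and quencher, with 2 mM ATP; helicase unwinding raises red fluorescence, read kinetically.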
# * = called active by the depositor; ? = inconclusive; / = no result given; ! = not active in a repeat; [ ] = another dose, or the depositor's remark. Unless noted, calls follow the shape of the dose curve; as a rule, active = well fitted curve in the direction sought with a large enough effect; inconclusive = small, poorly fitted or top-dose-only effect, or another doubt; inactive = no such curve, though single readings can be large; an effect the other way counts as inactive or inconclusive. Rows are unselected; about 7.8% have a hit in one of these screens.
SMILES,GLP1R cytotox,IL-2 act,GLP-1R inv ag,DRD3 antagonist,GLP1R ag,PLK1 PBD inh,DRD3 agonist,PI5P4Ka inh,WRN inhibitor
CN(c1cccc(NC(=O)Nc2cccc(Cl)c2)c1)S(C)(=O)=O,-26%,-0.3,?,9,0%,-9%,-17,0,-12%
O=C(Nc1ccc(Cl)cc1C(F)(F)F)c1ccccc1Cl,24%,0.6,-25%,16,9%,?,23,5,-3%
CC(=O)Nc1ccc(C(=O)OCc2ccccc2Br)cc1,-4%,-0.1,17%,0,24%,-8%,5,14,-6%
CCOC(=O)c1cn(Cc2ccccc2)nc1-c1ccccc1,-2%,0.3,?,6,30%,0%,3,4,-1%
NS(=O)(=O)c1ccc(NC(=S)NNC(=O)c2ccc(Br)o2)cc1,-2%,-3.4,10%,2,-6%,-8%,0,2,2%
Cc1cccc(NCc2nnc(-c3ccccc3)o2)c1C,-1%,-4.6,?,-11,9%,?,-6,-5,-3%
CC(Sc1ccccn1)C(=O)Nc1ccc2c(c1)OCO2 (stereo not drawn),6%,0.3,35%[activator],-3,12%,-9%,-9,-1,10%
CCn1c(C)c(C)c2cc(C(=O)NCCCN3CCCCCC3)ccc21,-17%,-3.1,?,-29,-2%,-13%,-19,-10,-1%[11.6 µM]
Cc1nc(C)c(-c2csc(Nc3ccc(O)c(C(=O)O)c3)n2)s1,-5%,1.0,7%,0,6%,?,8,-74*,-35%
Cc1nc(N2CCC(C)CC2)c2c(C)c(C(=O)Nc3ccc(C(F)(F)F)cc3)sc2n1,-5%,-3.2,-43%,72,7%,-9%,30,30,-26%[57.1 µM]
O=C(COC(=O)/C=C/c1cccc(Cl)c1)NCCc1ccccc1,1%,0.4,14%,-27,0%,-7%,-1,-11,8%
Cc1ccc(NC(=S)NCc2ccc(Cl)cc2)c(OC(F)F)c1,?,-1.2,?,-23,-1%,-8%,-6,3,-11%
CCOC(=O)C1=C(C)OC(N)=C(C#N)C1c1cncc(-c2ccc(F)cc2)c1 (stereo not drawn),10%,0.0,4%,-4,4%,-21%,-10,-2,-3%
O=C(O)c1ccccc1C=NN1CCCCCC1,1%,-0.1,7%,-3,1%,-1%,-5,3,5%
COC(=O)[C@]12CCCCC=C1N(Cc1ccc(Cl)cc1Cl)C(=O)[C@H](CC(=O)NCC1CCCCC1)C2,0%,-0.5,?,0,-2%,-3%,-3,2,0%
Oc1c(Cl)cc(Cl)c(Cl)c1CN1CCOCC1,20%,-1.0,-26%,1,16%,-14%,9,1,-11%
CCOC(=O)c1c(C)oc2ccc(O)c(CN3CCCCC3)c12,?,-2.7,-27%,13,0%,2%,5,/,2%
O=C(CN1C(=O)S/C(=C\c2ccccn2)C1=O)Nc1ccccc1,6%,-0.9,8%,-22,3%,-12%,2,-2,11%
C=C[C@@]1(C)CC(=O)[C@]2(O)[C@@]3(C)[C@@H](O)CCC(C)(C)[C@@H]3[C@H](O)[C@H](OC(C)=O)[C@@]2(C)O1,3%,0.3,37%,102,1.3µM*,-2%,36*!,5,1%
Cc1ccc(N(C(=O)c2ccc(S(=O)(=O)N3CCOCC3)cc2)C2C=CS(=O)(=O)C2)cc1C (stereo not drawn),-2%,-1.2,8%,7,11%,1%,-2,0,8%
C=CCOc1ccc(Br)cc1CNCC,-9%,-2.8,-13%,3,-5%,0%,1,-4,6%
COc1ccc(NC(=O)c2ccccc2NC(=O)c2ccco2)c(OC)c1,4%,-1.3,0%,-9,11%,-5%,5,/,-4%
O=C(Nc1ccc2c(c1)OCCO2)c1cccc(Cl)c1Cl,-12%,-0.4,11µM*,4,-2%,-11%,-2,-1,4%
O=C(Nc1ccccc1C(F)(F)F)c1cnccn1,4%,-1.0,7%,3,16%,-13%,1,9,?
Cc1cccc(N=C2Sc3nc4c(C)c(C)ccc4cc3CN2CCN2CCOCC2)c1,-17%,-2.4,0%,23,6%,-4%,9,/,-7%
C#CCOCCOCCOCCNc1nc(N2CCOCC2)nc(N2CCN(C(=O)[C@H](CCCCN)n3cc(CCCC)nn3)CC2)n1,3%,0.1,6%,?,0%,-11%,-58,3,3%
COc1ccc(CCNCC(=O)Nc2ccc(OC(F)F)cc2)cc1,-1%,0.7,-23%,-22,6%,0%,-10,3,1%
O=C(O)c1c[nH]c2ccc(S(=O)(=O)N3CCOCC3)cc12,-13%,-0.7,2%,5,6%,1%,-5,-4,5%
CCCCN1CC(COCc2ccccc2)OCCS1(=O)=O (stereo not drawn),-1%,0.4,-5%,3,3%,-6%,4,0,-5%
COCC(=O)Nc1cc(OC)c(Cl)cc1OC,-8%,-1.2,1%,8,-9%,-6%,-2,0,2%
Cc1cc(SCCOc2ccccc2)nc(N)n1,-8%,-4.2,29%,25,30%,0%,3,0,-3%
COc1cc2c(cc1NCc1ccccn1)oc1ccccc12,-23%,0.6,17%,12,-2%,-5%,1,3,-8%
CCC(C)Nc1nc(CN2CCOCC2)nc2sc3c(c12)CCC3 (stereo not drawn),-7%,1.1,22%,-16,-9%,-7%,-5,-4,4%
N#Cc1c(SCc2ccc(Cl)cc2)sc(C(=O)c2ccccc2)c1N,32%[activator],3.2,?,-23,17%,-19%,-5,4,-39%[57.1 µM]
COc1ccc2sc(-c3ccccc3OC)c(-c3ccc(O)cc3)c2c1,1%,-0.5,?,-7,3%,6%,3,27,-2%
O=C(COc1ccc(F)cc1)NCC1(N2CCCCC2)CCCCC1,2%,1.6,?,-28,11%,-13%,-11,4,-29%
CC(C)(C)c1cc(C(F)(F)F)c(C#N)c(=O)[nH]1,-1%,-0.8,1%,0,-7%,2%,2,6,-10%
COc1ccccc1NC(=O)c1cccc(S(=O)(=O)N2CCN(Cc3ccccc3)CC2)c1,1%,-3.3,?,-4,7%,-16%,-4,-2,-10%
COc1ccccc1Nc1cc(N2CCOCC2)c2nonc2c1[N+](=O)[O-],15%,-6.3,0%,18,6%,-9%,2,5,-17%
Cc1ccc(C)c(N2CCN(C(=O)c3cn(C)c4ccc(S(=O)(=O)N(C)C)cc4c3=O)CC2)c1,-4%,-1.8,-2%,-8,4%,-7%,-4,15,-7%
CCCS(=O)(=O)c1c(S(=O)(=O)CCC)c2c3ccccc3ccn2c1C(=O)OC,-16%,-2.5,?,13,1%,-7%,20,7,-6%
O=C1[C@H]2[C@@H](c3ccc(F)cc3)N3C(=O)N(c4cccc(F)c4)C(=O)[C@@]3(Cc3ccccc3)[C@H]2C(=O)N1C1CCCCC1,2%,-2.6,?,-13,-4%,-11%,-35,-5,-10%
Cc1ccc2c(C(=O)CN3CCN(C4CCCCC4)CC3)c(C)[nH]c2c1,-33%,0.2,?,-4,-5%,0%,-15,-8,1%
O=C(N/N=C/c1cccs1)c1cc(-c2ccc3ccccc3c2)n[nH]1,-21%,-0.3,-19%,22,-2%,-5%,2,-20,-5%[11.6 µM]
CC(C)CN(C(=O)CCC(=O)OCc1ccc(Cl)cc1Cl)c1c(N)n(CC(C)C)c(=O)[nH]c1=O,11%,1.9,?,16,0%,-4%,5,-1,2%
CC(=O)Nc1ccc(NC(=O)c2ccc3c(c2)N(Cc2cccc(Cl)c2)C(=O)c2ccccc2S3(=O)=O)cc1,-18%,/,-21%,/,-7%,/,-5,/,/
CCO[C@H]1OC(C(N)=O)=C[C@@H](C)[C@@H]1CCCO,-8%,-0.1,1%,22,-5%,-11%,11,4,5%

# Among those listed so far, these have four or more nitrogen atoms:
SMILES,GLP1R cytotox,IL-2 act,GLP-1R inv ag,DRD3 antagonist,GLP1R ag,PLK1 PBD inh,DRD3 agonist,PI5P4Ka inh,WRN inhibitor
NS(=O)(=O)c1ccc(NC(=S)NNC(=O)c2ccc(Br)o2)cc1,-2%,-3.4,10%,2,-6%,-8%,0,2,2%
Cc1nc(N2CCC(C)CC2)c2c(C)c(C(=O)Nc3ccc(C(F)(F)F)cc3)sc2n1,-5%,-3.2,-43%,72,7%,-9%,30,30,-26%[57.1 µM]
Cc1cccc(N=C2Sc3nc4c(C)c(C)ccc4cc3CN2CCN2CCOCC2)c1,-17%,-2.4,0%,23,6%,-4%,9,/,-7%
C#CCOCCOCCOCCNc1nc(N2CCOCC2)nc(N2CCN(C(=O)[C@H](CCCCN)n3cc(CCCC)nn3)CC2)n1,3%,0.1,6%,?,0%,-11%,-58,3,3%
CCC(C)Nc1nc(CN2CCOCC2)nc2sc3c(c12)CCC3 (stereo not drawn),-7%,1.1,22%,-16,-9%,-7%,-5,-4,4%
COc1ccccc1Nc1cc(N2CCOCC2)c2nonc2c1[N+](=O)[O-],15%,-6.3,0%,18,6%,-9%,2,5,-17%
Cc1ccc(C)c(N2CCN(C(=O)c3cn(C)c4ccc(S(=O)(=O)N(C)C)cc4c3=O)CC2)c1,-4%,-1.8,-2%,-8,4%,-7%,-4,15,-7%
O=C(N/N=C/c1cccs1)c1cc(-c2ccc3ccccc3c2)n[nH]1,-21%,-0.3,-19%,22,-2%,-5%,2,-20,-5%[11.6 µM]
CC(C)CN(C(=O)CCC(=O)OCc1ccc(Cl)cc1Cl)c1c(N)n(CC(C)C)c(=O)[nH]c1=O,11%,1.9,?,16,0%,-4%,5,-1,2%
